# TRPC6 activator: activates the mouse TRPC6 cation channel; B-score at 10 µM; HEK293-TRPC6 membrane potential dye fluorescence; hits give high values; AID 2550; 310,000 compounds, 0.13% hits; Q61143;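 active means B-score of the integrated fluorescence ratio above library mean plus 3 SD, and starting fluorescence ratio within library mean plus 5 SD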;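 further: higher score means more depolarization so channel activation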
# SKKanGAS inh: blocks kanamycin growth of S. pyogenes SKKanGAS strain; BacTiter-Glo, 6 h; inhibition, % at 7.5 µM; 300,000 compounds, 1.3% hits;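 active means mean replicate score, as percent of positive control median, at least 50; inconclusive means mean below 50 but one replicate at or above 50; inactive means mean and every replicate below 50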;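 further: strain carries kanamycin resistance gene driven by streptokinase promoter and grows in 40 µg/ml kanamycin; loss of luminescence reflects streptokinase promoter inhibition or plain growth inhibition; 0% = median of DMSO wells and 100% = positive control at its reference dose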
# RGS4 block: inhibitors of human RGS4 | P49798 | 310,000 compounds, 0.45% hits | HEK293 M3R/RGS4 inducible, Fluo-4 calcium flux; hits give high values; triggered by carbachol at its EC20 | B-score at 10 µM;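 active means B-score, a plate-corrected calcium signal, over three deviations above library mean, with baseline fluorescence within five deviations of library mean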;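 further: RGS4 expression induced by doxycycline in cells with stable M3 receptor; B-score is computed from the integrated fluorescence ratio over baseline after carbachol; higher B-score means a larger calcium signal and so more RGS4 inhibition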
# Target sequence (P49798 whole entry, looked up): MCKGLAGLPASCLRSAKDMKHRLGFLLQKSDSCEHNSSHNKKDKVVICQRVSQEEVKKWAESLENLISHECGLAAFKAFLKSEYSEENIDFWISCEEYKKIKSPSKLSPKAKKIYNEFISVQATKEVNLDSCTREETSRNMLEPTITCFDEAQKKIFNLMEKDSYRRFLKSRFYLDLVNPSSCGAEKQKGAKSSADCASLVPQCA
# RGS4 pot: RGS4 potentiation or activation; HEK293 M3R/inducible RGS4, carbachol calcium flux Fluo4; hits give low values; B-score at 10 µM; 310,000 compounds, 0.92% hits;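 active means B-score of the integrated calcium signal more than 4 SD below the library mean, with starting fluorescence not abnormally high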;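 further: negative B-score means reduced calcium response which marks RGS4 activation or potentiation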
#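 System: HEK293 FlpIn-TREx cells, stable M3R, doxycycline-inducible RGS4. Timing: overnight RGS4 induction, 30 min dye load 37 °C, 20 min compound RT. Also added: carbachol, ECmax concentration. Measured by: Fluo4 fluorescence kinetic imaging of calcium. Evaluation: integrated calcium ratio converted to B score.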
# MrgX1 ag: human MrgX1 receptor agonism, primary screen | AID 588627 | B-score at 10 µM | 310,000 compounds, 0.44% hits | MrgX1-HEK293 cells, Fluo-4 calcium fluorescence, agonist mode; hits give high values;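 active means calcium response B-score plate-corrected fluorescence ratio at least 3 library SD, with starting fluorescence B-score inside 5 SD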
# Target sequence (Q96LB2 whole entry, looked up): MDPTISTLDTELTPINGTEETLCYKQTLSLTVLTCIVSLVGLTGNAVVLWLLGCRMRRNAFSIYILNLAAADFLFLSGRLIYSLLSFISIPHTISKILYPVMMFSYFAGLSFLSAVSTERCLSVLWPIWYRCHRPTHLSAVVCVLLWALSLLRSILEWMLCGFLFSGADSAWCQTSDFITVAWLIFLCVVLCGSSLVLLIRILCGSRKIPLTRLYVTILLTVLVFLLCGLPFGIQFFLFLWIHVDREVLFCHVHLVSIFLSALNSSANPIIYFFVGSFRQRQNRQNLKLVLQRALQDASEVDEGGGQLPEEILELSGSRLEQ
#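 Material: MrgX1-expressing HEK293 cells / Dosing: compound as first of three additions / Incubation: overnight seeding, then 1 h dark dye loading / Signal: Fluo-4 NW calcium fluorescence / Evaluation: B-scored fluorescence response ratio / Benchmarks: positive and negative control wells on each plate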
# HDAC3 inhib: blocks human histone deacetylase 3. O15379. inhibition, % at 8.3 µM. AID 2718. 320,000 compounds, 0.15% hits. recombinant HDAC3, fluorogenic peptide/trypsin coupled, fluorescence; in the data active means inhibition above about 26%, passing the limit was not always enough; inconclusive means no clear call, values can overlap the other calls
# Target sequence (O15379 whole entry, looked up): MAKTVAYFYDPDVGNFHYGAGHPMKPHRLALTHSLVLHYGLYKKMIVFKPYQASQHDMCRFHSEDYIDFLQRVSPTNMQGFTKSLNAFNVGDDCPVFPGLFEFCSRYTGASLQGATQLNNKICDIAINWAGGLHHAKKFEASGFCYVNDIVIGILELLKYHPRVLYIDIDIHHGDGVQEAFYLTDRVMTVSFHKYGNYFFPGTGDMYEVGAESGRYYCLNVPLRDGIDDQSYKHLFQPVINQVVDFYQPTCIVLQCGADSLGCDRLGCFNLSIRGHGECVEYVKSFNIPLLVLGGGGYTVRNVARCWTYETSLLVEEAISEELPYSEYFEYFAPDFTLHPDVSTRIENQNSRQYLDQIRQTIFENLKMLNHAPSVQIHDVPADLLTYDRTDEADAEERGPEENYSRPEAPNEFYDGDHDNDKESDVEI
# MrgX1 antag: antagonists of human MrgX1 receptor; MRGX1-HEK293 calcium flux, Fluo-4, BAM8-22 antagonism; hits give low values; B-score at 10 µM; 310,000 compounds, 1.3% hits;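 active means calcium-response B-score plate-corrected more than 3 library SD below zero, starting fluorescence within 5 deviations, no agonist response on first addition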;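 further: peak minus trough fluorescence over baseline after final BAM8-22 challenge near maximal dose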
# ANO1 activ: activators or potentiators of mouse TMEM16A chloride channel; B-score at 10 µM; 340,000 compounds, 0.3% hits; HEK293 TMEM16A/YFP-H148Q/I152L, iodide quench fluorescence; hits give low values; Q8BHY3;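 active means fluorescence-ratio B-score plate-corrected deviation score at least 3 library SD below zero, with starting fluorescence score within 5 deviations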;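 further: channel opened by trigger with iodide after compound preincubation; score built on the fluorescence ratio of max minus min over baseline; more negative score means more quench and so TMEM16A activation or potentiation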
# TRPC6 inh: inhibitors of mouse TRPC6 channel; Q61143; HEK293-TRPC6, membrane potential dye, ACh-evoked depolarization; hits give low values; B-score at 10 µM; 310,000 compounds, 1.1% hits; AID 2553;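 active means B-score under library mean minus 3 SD, initial fluorescence not abnormally high, positive integrated signal ratio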;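 further: B-score derived from integrated fluorescence ratio over the kinetic read; more negative B-score means stronger inhibition of depolarization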
# TMEM16A inh: mouse TMEM16A channel inhibition, primary screen | Q8BHY3 | HEK293 TMEM16A/YFP iodide influx fluorescence, ionomycin | normalized B-score (activity score, 25-100; higher = stronger inhibition) at 10 µM | 310,000 compounds, 1.2% hits | AID 588511;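 active means ratio plate-corrected score three or more library SD toward inhibition, starting fluorescence score within five deviations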;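 further: score derived from kinetic fluorescence span divided by baseline fluorescence per well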
# MrgX1 PAM: allosterically activates human MrgX1 receptor signaling | Q96LB2 | MrgX1-HEK293, Fluo-4 calcium flux, FDSS; hits give high values | B-score at 10 µM | 310,000 compounds, 0.63% hits | AID 588675;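 active means plate-corrected calcium response at least 3 library SD above typical, normal starting fluorescence, not activating the receptor alone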;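 further: compound read alongside a low EC10 to EC30 dose of BAM8-22 agonist; peak minus trough fluorescence over baseline measured at the second addition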
# * hit, by the source's call; i = inactive; ? = inconclusive; . = not tested or not shown. Random draw from the library; overall some 6.7% were active at least once.
SMILES,TRPC6 activator,SKKanGAS inh,RGS4 block,RGS4 pot,MrgX1 ag,HDAC3 inhib,MrgX1 antag,ANO1 activ,TRPC6 inh,TMEM16A inh,MrgX1 PAM
COc1ccc(C2NC(=O)N(CCCC(=O)O)C(C)=C2C(=O)OCc2ccccc2)cc1 (stereo unspecified),i,1,i,i,i,?,i,.,i,i,i
CC(OC(=O)CNS(=O)(=O)c1ccc2ccccc2c1)C(=O)N(C)c1ccccc1 (stereo unspecified),i,-7,i,i,i,-2,i,i,i,i,i
COc1ccc(Cl)cc1NC(=O)c1cccc(NC(=O)CCC(=O)O)c1,i,-7,i,i,i,-11,i,i,i,i,i
COc1ccc(CC(=O)Nc2ccccc2C(=O)N2CCOCC2)cc1OC,i,-5,i,i,i,3,i,i,i,i,i
O=C(CN1CCCN(Cc2ccc(F)cc2Cl)C1=O)NC1CCCC1,i,0,i,i,i,3,i,i,i,i,i
O=C(CCN1CCOCC1)N1CCc2c([nH]c3ccccc23)C1c1cccc(Cl)c1 (stereo unspecified),i,8,i,i,i,-1,i,i,i,i,i
COc1ccccc1CCc1nnc(CCC(=O)NC(C)Cc2cccnc2)o1 (stereo unspecified),i,-15,i,i,i,-2,i,i,i,i,i
Cc1cccc(C)c1NC(=O)CS(=O)CC(=O)N1CCN(c2ccccc2)CC1 (stereo unspecified),i,-3,i,i,i,0,i,i,i,i,i
O=C(O)c1cccc(N2C(=O)c3cccc4cccc(c34)C2=O)c1,i,-4,i,i,i,1,i,i,i,i,i
CCCn1c(Sc2nnnn2-c2ccccc2)n[nH]c1=O,i,-1,i,i,i,-2,i,i,i,i,i
CSc1nc2c(c(=O)[nH]1)C(c1ccc(Br)cc1)CC(=O)N2 (stereo unspecified),i,1,i,i,i,-1,i,i,i,i,i
CC(OC(=O)c1ccc(Cl)nc1)C(=O)NC(C)(C)C (stereo unspecified),i,2,i,i,i,-3,i,i,i,i,i
O=S(=O)(Nc1ccc(-n2cccc2)cc1)c1ccc(F)cc1,i,-3,i,i,i,1,i,i,i,i,i
CC(C)C(=O)N1CCC(c2nc(-c3ccc(S(=O)(=O)N4CCCC4)cc3)no2)CC1,i,1,i,i,i,-4,i,i,i,i,i
CCOc1ccc(-c2nc(N)ncc2Oc2cccc(OC)c2)c(O)c1,i,9,i,i,i,27*,i,i,i,i,i
COc1cccc(CNC(=O)N2CCN(c3ccccc3Cl)CC2)c1,i,-5,i,i,i,-5,i,i,i,i,i
Cc1ccc(NC(=O)CSc2nnc(-c3cccs3)o2)cc1S(=O)(=O)N1CCCCC1,i,-4,i,i,i,-9,i,i,i,i,i
COc1ccccc1C(=O)NNC(=O)c1nn(Cc2ccccc2)c(=O)c2ccccc12,i,0,i,i,i,7,i,i,i,i,i
COCCCNC(=S)NC(=O)c1ccc([N+](=O)[O-])cc1,i,6,i,i,i,-2,i,i,i,i,i
COC(=O)c1ccc(CN(c2ccc(C(=O)O)c(O)c2)S(=O)(=O)c2ccc(Cl)c([N+](=O)[O-])c2)cc1,i,55*,i,i,i,7,i,i,i,100*,i
O=C(NCc1ccccc1)c1onc(CSc2ccc(Cl)cc2)c1C(=O)NCc1ccccc1,i,13,i,i,i,2,i,i,i,i,i
CCc1nc(SCC(=O)O)c(C#N)c2c1CCCC2,i,2,i,i,i,5,i,i,i,i,i
COc1ccc(CC(=O)NNC(=O)c2ccc(Br)o2)cc1,i,-1,i,i,i,-4,i,i,i,i,i
CCOC(=O)c1cccc(NC(=O)CSc2nnnn2CC)c1,i,-7,i,i,i,-1,i,i,i,i,i
C/C(=N\NC(=O)CC#N)c1cc2ccccc2oc1=O,i,4,i,i,i,-8,i,i,i,i,i
Cc1cccc(NC(=O)Nc2ccc([N+](=O)[O-])cc2)n1,i,-14,i,i,i,6,i,i,i,i,i
Cc1ccc(S(=O)(=O)C(C#N)c2nc3ccccc3nc2N2CCN(C)CC2)cc1 (stereo unspecified),i,-5,i,i,i,-1,i,i,i,i,i
COc1cccc(CNC(=O)CN2C(=O)COc3ccc(S(=O)(=O)N4CCCCC4)cc32)c1,i,2,i,i,i,4,i,i,i,i,i
N#C/C(=C/c1ccc([N+](=O)[O-])cc1)C(N)=O,i,-2,6.4*,i,i,-2,i,i,i,i,i
N#Cc1sc2nc(C3CC3)cc(-c3ccccc3)c2c1N,i,12,i,i,i,-13,i,i,i,i,i
COc1ccc(CSC(=N)N)cc1[N+](=O)[O-],i,0,i,i,39*,1,i,i,i,i,i
CCOC(=O)c1ccc(N2C(=O)CC(N3CCC(O)(c4ccc(Cl)cc4)CC3)C2=O)cc1 (stereo unspecified),i,5,i,i,i,2,i,i,i,i,i
CCn1c2ccccc2c2cnc(N=CN(C)C)c(C#N)c21,i,-1,i,i,i,.,i,i,i,i,i
O=C(/C=C/c1ccco1)NC(=S)Nc1cccc(C(=O)O)c1,i,0,i,i,i,3,i,i,i,i,i
COc1ccc(Nc2cc(Nc3cc(OC)c(OC)c(OC)c3)ncn2)cc1,i,-8,i,i,i,-7,i,i,i,i,i
COc1ccc(C2c3cc(OC)c(OC)cc3CCN2C(=O)c2cccc([N+](=O)[O-])c2)cc1OC (stereo unspecified),i,4,i,i,i,-1,i,i,i,i,i
CCCC[n+]1ccc(-c2nc3ccc([N+](=O)[O-])cc3[nH]2)cc1,i,1,i,i,i,0,i,i,-6.8*,i,i
O=C(O)c1ccccc1NC(=O)c1cc2ccccc2oc1=O,i,10,i,i,i,0,i,i,i,i,i
CCCCn1c(=O)c2c(nc3n2CCCN3Cc2ccccc2)n(C)c1=O,i,-9,i,i,.,.,.,i,i,.,.
CC(=O)Nc1cccc(NC(=O)c2cccc3cccnc23)c1,i,1,i,i,i,-1,i,i,i,i,i
CCn1c(=O)cc(OCC(=O)N2CCN(c3cccc(C(F)(F)F)c3)CC2)c2ccccc21,i,19,i,i,i,13,i,i,i,i,i
CN(CC(=O)NCCc1ccc(F)cc1)Cc1ccc(Br)cc1,i,4,i,i,i,?,i,i,i,i,i
Cc1csc(=O)n1CCC(=O)OCC(=O)c1c(N)n(C)c(=O)n(C)c1=O,i,1,i,i,i,1,i,i,i,i,i
O=C1CCCN1c1cccc(Br)c1,i,10,i,i,i,-3,i,i,i,i,i
O=C1C(=O)N(CCS(=O)(=O)c2ccccc2)c2ccc(F)cc21,i,1,i,i,i,-7,i,i,i,i,i
CC1(C)CC(CC(=O)O)(c2ccccc2)CCO1 (stereo unspecified),i,-5,i,i,i,2,i,i,i,i,i
CCCOC1CCCN(C(=O)c2ccc3oc(C(C)C)nc3c2)C1 (stereo unspecified),i,2,i,i,i,1,i,i,i,i,i
O=C(NCCCN1CCCC1=O)c1cc(COc2ccc(F)cc2F)on1,i,-6,i,i,i,-6,i,i,i,i,i
O=C(O)CCC(=O)NCc1c(Cl)cccc1Sc1ccc(Cl)cc1,i,-11,i,i,i,-2,i,i,i,i,i
CCN(CC)S(=O)(=O)c1cccc(NC(=O)CN(C)Cc2cccc(OC)c2)c1,i,-6,i,i,i,1,i,i,i,i,i
O=C(CSc1nnc(CNC(=O)c2ccco2)o1)Nc1ccccc1C(F)(F)F,i,0,i,i,i,-5,i,i,i,i,i
COc1ccc(NC(=O)CN(C)CC(=O)NCC(=O)Nc2ccc(F)cc2)cc1,i,-2,i,i,i,2,i,i,i,i,i
CCC(=O)Nc1ccc(OC)cc1OC,i,4,i,i,i,-5,i,i,i,i,i
Cc1ccc(CNC(=O)CN(C)S(=O)(=O)c2cccc3cccnc23)cc1,i,2,i,i,i,1,i,i,i,i,i
Clc1cccc(Cl)c1CSc1nnc([C@@H]2CCCN2)o1,i,-3,i,i,i,-10,i,i,i,i,i
Cc1ccc(Cn2cccc2C2=NC(C)CO2)cc1 (stereo unspecified),i,8,i,i,i,-3,i,i,i,i,i
O=C(Nc1cccnc1Cl)c1cc(-c2ccc(Br)cc2)on1,i,-6,i,i,i,-1,i,i,i,i,i
COc1cc(CCC(=O)Nc2cccc(S(=O)(=O)N(C)C)c2)cc(OC)c1OC,i,3,i,i,i,3,i,i,i,i,i
CCN(CCCn1c(=S)[nH]c2ncccc2c1=O)c1ccccc1,i,9,i,i,i,-4,i,i,i,i,i
CC(C(=O)Nc1ccccc1)N(C)CCOc1ccc(Br)cc1 (stereo unspecified),i,-4,i,i,i,0,i,i,i,i,i
# (continued)
SMILES,TRPC6 activator,SKKanGAS inh,RGS4 block,RGS4 pot,MrgX1 ag,HDAC3 inhib,MrgX1 antag,ANO1 activ,TRPC6 inh,TMEM16A inh,MrgX1 PAM
CC(C)Oc1ccc(Br)cc1/C=N\NC(N)=S,i,-5,i,i,i,7,i,i,i,i,i
Cc1cc(C)nc(OC(C(=O)O)C(OCC(C)C)(c2ccccc2)c2ccccc2)n1 (stereo unspecified),i,-5,i,i,i,15,i,i,i,i,i
O=C(Nc1ccccc1)c1ccc(F)c(S(=O)(=O)N2CCOCC2)c1,i,0,i,i,i,-3,i,i,i,i,i
COCCCNC(=O)CS(=O)(=O)Cc1nc(-c2cccc(OC)c2)oc1C,i,2,i,i,i,1,i,i,i,i,i
Oc1ccccc1C(=S)N1CCCCCC1,i,8,i,i,i,3,i,i,i,i,i
Cc1cc(C(=O)N2CC(C)CC(C)C2)n(-c2ccccc2)n1 (stereo unspecified),i,-3,i,i,i,-5,i,i,i,i,i
O=C(OCc1nnc(-c2ccccc2)o1)c1ccc(-n2cnnn2)cc1,i,-1,i,i,i,15,i,i,i,i,i
CCN(Cc1cnn(C)c1)C(=O)c1cc(COc2ccc3c(c2)CCCC3)on1,i,-11,i,i,i,4,i,i,i,i,i
C[C@H](NC(=O)c1nc[nH]c1C(=O)N[C@@H](C)C(=O)OC(C)(C)C)C(=O)OC(C)(C)C,i,1,i,i,i,3,i,i,i,i,i
O=C(Nc1ccccc1)N1CCCN(c2c(Cl)cncc2Cl)CC1,i,6,i,i,i,2,i,i,i,i,i
Cc1cccc(N2CCN(Cc3nc(-c4cccc(Cl)c4)oc3C)CC2)n1,i,-3,i,i,i,8,i,i,i,i,i

# Compound activity from PubChem.
